Compound activity: PubChem, National Center for Advancing Translational Sciences (NCATS)
PLK1 PBD inh: blocks phosphopeptide binding to human PLK1 polo-box domain | Plk1 PBD binding of FITC phosphopeptide, fluorescence polarization | Potency, µM, for inactives: max response, negative = inhibition, actives largely listed as inhibitors | 360,000 tested, 2.8% active | AID 720504; further: potency means the concentration at half of the fitted maximal effect; series mostly up to about 57 µM; on the % scale 0 is the no-effect control and ±100 the full control effect; nearly all actives have a fitted effect of over 65% in size
Target sequence (P53350 whole entry, looked up, the tested form may be a part): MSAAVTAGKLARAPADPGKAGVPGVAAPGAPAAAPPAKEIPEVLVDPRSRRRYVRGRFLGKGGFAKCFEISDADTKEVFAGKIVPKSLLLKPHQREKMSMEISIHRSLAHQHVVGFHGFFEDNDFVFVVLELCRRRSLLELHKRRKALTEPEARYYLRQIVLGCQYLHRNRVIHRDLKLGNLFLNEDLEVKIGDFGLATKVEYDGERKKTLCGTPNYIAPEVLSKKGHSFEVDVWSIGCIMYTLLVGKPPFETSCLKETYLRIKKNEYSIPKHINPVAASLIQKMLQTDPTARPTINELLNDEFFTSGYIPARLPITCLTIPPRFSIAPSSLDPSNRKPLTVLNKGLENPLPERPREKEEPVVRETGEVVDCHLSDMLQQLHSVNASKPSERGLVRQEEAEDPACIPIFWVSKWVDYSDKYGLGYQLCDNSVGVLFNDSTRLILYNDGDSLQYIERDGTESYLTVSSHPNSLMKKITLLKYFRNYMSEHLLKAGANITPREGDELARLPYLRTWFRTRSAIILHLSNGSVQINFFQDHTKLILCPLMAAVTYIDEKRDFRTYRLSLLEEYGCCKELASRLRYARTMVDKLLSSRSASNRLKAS
IL2 activator: activates IL-2 in a cell-based reporter assay; IL-2 activation reporter assay, cell-based qHTS; stimulated with anti-CD3/CD4/CD28 beads; in transgenic mouse T cells; activation, % (series mostly up to about 46 µM); 360,000 tested, 0.065% active; AID 652025; in the data active means activation above about 50%; inconclusive means mostly about 30% to 49%; further: 0% is about no effect
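Readout is EGFP and DsRed signal by fluorescent plate cytometry after 18 h at 37 degrees C. Transgenic mouse T cells (750/well) received compound for 60 min before bead stimulation (anti-CD3, anti-CD4, anti-CD28); memory T cells served as non-tolerant control.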
WRN helicase inh: blocks human WRN helicase; 360,000 tested, 0.46% active; WRN helicase unwinding, fluorescent forked duplex, kinetic; Q14191; Potency, µM (highest dose often 114 µM), for the others: at the top dose activity change, negative = inhibition, actives largely listed as inhibitors; further: potency means the concentration at half of the fitted maximal effect; on the % scale 0 is the no-effect control and ±100 the full control effect; nearly all actives have a fitted effect of over 55% in size
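Kinetic red-fluorescence monitoring (525/598 nm) tracks WRN helicase activity after 100 nM fluorophore-quencher forked duplex and 2 mM ATP are added to 20 nM enzyme pretreated 15 min at room temperature with compound.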
PI5P4Ka inh: blocks human PI5P4K alpha kinase activity; P48426; PI5P4Kalpha enzyme, ADP-Glo luminescence, 60 min; active compounds read low; max response, %; 330,000 tested, 1.2% active; AID 652105; active means max response of -50% or lower; inconclusive means between -30% and -50%; inactive means -30% or higher; further: value at the top dose of about 77 µM; on the % scale 0 is the no-effect control and ±100 the full control effect
Target sequence (P48426 whole entry, looked up): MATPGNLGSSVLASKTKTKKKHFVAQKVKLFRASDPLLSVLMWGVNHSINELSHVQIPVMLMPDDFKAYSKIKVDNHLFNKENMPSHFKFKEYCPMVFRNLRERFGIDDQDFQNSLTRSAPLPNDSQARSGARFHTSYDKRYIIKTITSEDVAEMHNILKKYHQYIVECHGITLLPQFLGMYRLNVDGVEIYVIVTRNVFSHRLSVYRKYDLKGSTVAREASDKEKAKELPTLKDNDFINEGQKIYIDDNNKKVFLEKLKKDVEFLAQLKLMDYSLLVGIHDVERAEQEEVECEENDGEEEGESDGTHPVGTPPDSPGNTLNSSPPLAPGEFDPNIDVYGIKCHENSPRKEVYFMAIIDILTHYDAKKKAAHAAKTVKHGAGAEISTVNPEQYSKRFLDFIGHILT
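qHTS, 1536-well: enzyme/substrate mix, compound by pin tool, 5 microM ATP final; RT 60 min; ADP-Glo reagents 1 (45 min) then 2 (30 min); luminescence.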
CCT chaperon mod: cytosolic chaperonin activity modulation; purified chaperonin ATPase assay, HTRF ADP detection, 30 min; activity change, % (no concentration beside the values), hits read low; 360,000 tested, 0.3% active; AID 651819; in the data active means activity change below about -30%; further: on the % scale 0 is the no-effect control and ±100 the full control effect
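First, chaperonin was dispensed at 40 nM or 20 nM final depending on batch activity. Next, compounds were pinned at 76 uM and ATP added at 10 uM. After 30 min at 37 °C, ADP detection reagents ran 30 min at ambient temperature.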
EPAC2 ag: EPAC2 (human) agonism | EPAC2 activation, biochemical qHTS; response scale: 100% = 6.5 mM cAMP response | Potency, µM (highest dose often 154 µM), for the others: top-dose activation, most hits filed as activators | AID 720711 | 360,000 tested, 0.079% active; further: potency means the concentration at half of the fitted maximal effect; nearly all actives have a fitted effect of over 50% in size
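Readout is BODIPY fluorescence (480 nm excitation, 540 nm emission), which falls as labeled GDP is exchanged off Rap1B. EPAC2 at 100 nM acted on 250 nM RAP1B-BODIPY-GDP with 50 uM GDP present.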
EPAC1 antag: EPAC1 (human) antagonism. O95398. EPAC1 GEF assay, Rap1b-BODIPY-GDP exchange fluorescence. Potency, µM (top dose mostly 115 µM), inactives show top-dose activity change, negative = inhibition, actives largely listed as inhibitors. 360,000 tested, 0.14% active. AID 720709;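 further: potency means the concentration at half of the fitted maximal effect; plate controls were vehicle for no effect and positive control for full effect; nearly all actives have a fitted effect of over 50% in size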
EPAC1 ag: activates human EPAC1 exchange factor. EPAC1 agonist qHTS, biochemical assay; response scale: 100% = response to 6.5 mM cAMP. Potency, µM (top dose mostly 154 µM), without a hit: at the highest dose activation, usual class: activators. 360,000 tested, 0.073% active; further: potency means the concentration at half of the fitted maximal effect; nearly all actives have a fitted effect of over 60% in size
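Read-out is the fluorescence drop as BODIPY-GDP leaves Rap1B (480 nm excitation, 540 nm emission), recorded every 5 minutes over 30 minutes. Reactions held 100 nM EPAC1, 250 nM Rap1B–BODIPY-GDP and 50 uM GDP, with 6.5 mM cAMP setting full activation.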
Starred values were filed as active, the others as inactive; u = inconclusive; x = no result given; [ ] = dose if it differs, or a comment. Unless noted, the call rests on the fitted dose curve; in most records, active means well fitted curve in the direction sought with a large enough effect; inconclusive means small, poorly fitted or top-dose-only effect, or another doubt; inactive means no such curve, though single readings can be large; an effect the other way counts as inactive or inconclusive. These rows are one share of the data (hit frequency here may not be typical).

SMILES	PLK1 PBD inh	IL2 activator	WRN helicase inh	PI5P4Ka inh	CCT chaperon mod	EPAC2 ag	EPAC1 antag	EPAC1 ag
CCc1nc(C)cn1S(=O)(=O)c1cc([N+](=O)[O-])ccc1Cl	-19%	0.4	-7%	-1	-1.1	18%	-2%	6%
O=NN(Cc1cccnc1)C(=O)NC1CCCCC1	27µM*	0.3	-2%	0	2.0	13%	3%	5%
Cc1cc(NC(=O)Cn2nnc3sc4c(c3c2=O)CCC(C(C)(C)C)C4)no1 (stereo unspecified)	-6%	-1.4	-5%	x	-1.7	1%	0%	-1%
Cc1cc(NC(=O)CSc2nc(C(C)C)nc3sc4c(c23)CCC(C)C4)no1 (stereo unspecified)	-3%	0.4	-2%	3	0.5	-3%	10%	5%
Cc1ccc(NC(=O)CSc2nncn2N)cc1C	6%	-0.2	4%	-3	0.6	-7%	-6%	-13%
COc1ccc(/C=c2/sc3nc(-c4ccccc4)c(-c4ccccc4)n3c2=O)cc1	-7%	8.9	0%	2	-4.3	-1%	13%	0%
COc1ccc2oc(C(=O)OCC(=O)NC(C)c3ccccc3)c(C)c2c1 (stereo unspecified)	2%	1.0	-6%	-6	0.1	-10%	-7%	-8%
CCN(CC)CCCn1c2c(c(SCC(=O)Nc3ccccc3Cl)nc1=O)CCC2	-3%	0.8	4%	1	-1.1	-2%	13%	1%
O=C(CCCC(=O)NC1CCCC1)NC1CCCC1	2%	-1.8	-2%	-10	-2.5	1%	7%	2%
CCOC(=O)Cn1c(-c2ccccc2)cc(SC)c(C#N)c1=O	-9%	-0.7	1%	5	1.0	1%	-6%	17%
Cc1cc(C)n2cc(CSc3nc4ccccc4s3)nc2n1	-16%	-0.7	-8%	2	-0.9	-13%	-5%	-11%
CCN(CC)CCNC(=O)c1c(C)n(-c2ccccc2)c2cc(Br)c(OC)cc12	-19%	-3.1	8%	0	-0.2	5%	-16%	5%
Cc1ccc(-n2c(=O)[nH]c3c(C(N)=O)nc(CC(C)C)nc32)cc1	-9%	-0.6	-5%	3	-3.0	-11%	-14%	0%
Cc1csc(=Nc2ccccc2)n1CCO	-16%	1.0	-26%	4	-0.9	0%	-3%	16%
C=C(C)C(=O)Nc1cccc(C2=NOC3(C2)C[C@@H](C(N)=O)N(C(=O)/C=C/C=C/C)C3)c1 (stereo partly specified)	u	0.3	u	-50*	-1.2	-2%	-21%	18%
COc1ccc(CN2C(=O)NC(C)(c3ccc(C)cc3)C2=O)cc1F (stereo unspecified)	-6%	-0.8	-2%	0	1.1	1%	-10%	-10%
CCOC(=O)C1CCN(S(=O)(=O)c2cn(C)cn2)CC1	1%	-0.7	-3%	0	-1.1	5%	-2%	-1%
CS(=O)(=O)N1CCN(C(=O)c2c(F)cccc2F)CC1	2%	-0.3	6%	x	-0.8	-1%	11%	-7%
Cc1cccc(NC(=O)C2CC(=O)N(Cc3ccccc3)C2)n1 (stereo unspecified)	1%	-0.7	-34%	-7	-0.9	7%	-1%	-40%[inhibitor]
CC[C@]1(C(=O)OC)[C@H]2C(=O)N(Cc3ccccc3)C(=O)[C@H]2[C@H]2CN(C)C(=NCc3ccccc3)N21	0%	-0.9	-2%	4	-1.8	5%	-1%	-6%
CN(CC(=O)NCC(c1ccccc1)N1CCCC1)S(=O)(=O)c1ccc(Cl)cc1 (stereo unspecified)	-17%	-5.5	-8%	-4	-1.3	3%	-1%	7%
Cc1cc[n+](-c2[nH]c(=O)sc2/C=N/NC(=O)c2ccccc2[O-])cc1C	-17%	1.7	-30%	5	-3.4	-5%	-20%	3%
O/N=C/c1cc(Br)cs1	5%	0.5	0%	-4	-0.2	4%	-11%	2%
CC(=O)N(C1=C(N)C(=O)c2ccccc2C1=O)c1ccccc1	2%	3.3	7%	3	-3.9	3%	-24%	1%
COC(=O)c1ccc2c(c1)c(-c1ccccc1)c(-c1ccccc1)n2C	-7%	2.0	1%	2	0.5	8%	-16%	-3%
COc1cccc(NC(=O)CSc2nnc3ccc(-c4ccccn4)nn23)c1	-7%	0.4	-3%	-1	-2.4	8%	-14%	6%
O=C(NCC1CCCCC1)C1CCCN(C(=O)NC2CCCCC2)C1 (stereo unspecified)	3%	-1.8	0%	1	-0.4	7%	-5%	2%
COc1ccc(-n2ncc3c(NCC4CCCO4)ncnc32)cc1 (stereo unspecified)	-13%	0.6	-14%	-6	0.1	5%	-11%	4%
COc1ccccc1CN(C)C[C@@H]1OCc2cnnn2CCCC(=O)N([C@@H](C)CO)C[C@H]1C	4%	-2.3	8%	-9	-1.2	-5%	-20%	-17%
CC(C)C1C(=O)N(Cc2cn(CC3CCCCC3)nn2)CCS(=O)(=O)N1Cc1ccc(-c2ccc(Cl)nc2)cc1 (stereo unspecified)	4%	-3.3	0%	3	-0.4	1%	10%	-10%
CCN(CC)S(=O)(=O)c1ccc(C(=O)N2CCN(C3=NS(=O)(=O)c4ccccc43)CC2)cc1	-10%	-0.6	-4%	11	-3.0	10%	11%	-1%
CCOC(=O)C(=CNc1cccc(N)n1)C(=O)OCC	-8%	-1.5	6%	6	-1.8	-5%	-6%	5%
CCc1cc(=O)oc2cc(OS(C)(=O)=O)ccc12	-9%	-1.5	8%	-3	-0.4	1%	-14%	-8%
CCOc1ccccc1NC(=O)c1cccc(NC2=NC3CS(=O)(=O)CC3S2)c1 (stereo unspecified)	-21%	-2.2	6%	5	-3.4	4%	-18%	-4%
CC(C)C[C@@H](CN1CCC[C@H]1CN1C(=O)C(=O)NC[C@@H]1Cc1ccccc1)N1C[C@H](Cc2ccccc2)N(CCc2ccccc2)C(=O)C1=O	1%	-0.7	-11%	-4	1.2	-1%	-11%	-7%
CC(C)C(=O)N1CCCCCCN1C(=O)C(C)C	-10%	0.5	2%	0	-2.3	8%	8%	3%
Cc1ccc(C)c(NC(=O)C(OC(=O)c2ccc(C)s2)c2ccccc2)c1 (stereo unspecified)	-3%	-1.7	0%	9	0.0	1%	-3%	2%
O=[N+]([O-])c1ccc(N2CCOCC2)cc1NC(c1ccccc1)c1ccccc1	-2%	-5.1	-18%	19	-1.0	12%	13%	-2%
O=C(CN1C(=O)c2cccnc2Oc2ccc(Cl)cc21)Nc1ccc(F)cc1	0%	-1.5	-8%	-12	-1.8	7%	-5%	-3%
COc1cccc(COC(=O)c2ccc3c(=O)n4c(nc3c2)CCC4)c1OC	-3%	-0.1	-26%	7	-2.7	8%	-11%	6%
O=C(Nc1cc2c(cc1C(=O)O)OCCCO2)c1ccc(F)cc1F	-20%	-2.5	0%	-10	1.7	-2%	12%	-2%
NCCCCCc1nnc(SC/C=C/c2ccccc2)o1	-9%	-4.5	8%	0	-1.7	0%	0%	-1%
CCOCC(=O)Nc1cccc(SC)c1	-5%	-2.9	11%	-9	-3.4	4%	-6%	-7%
Cc1ccc(S(=O)c2ccc([N+](=O)[O-])c3nonc23)cc1 (stereo unspecified)	1.5µM*	-0.4	79µM*	-100*	-1.4	29%	u	8%
CCOC(=O)/C(C#N)=C/Nc1ccccc1NS(=O)(=O)c1ccc(C)c(C)c1	-2%	2.9	-4%	-2	-4.1	-1%	1%	10%

Molecules from the list above that contain two or more sulfur atoms:
SMILES	PLK1 PBD inh	IL2 activator	WRN helicase inh	PI5P4Ka inh	CCT chaperon mod	EPAC2 ag	EPAC1 antag	EPAC1 ag
Cc1cc(NC(=O)CSc2nc(C(C)C)nc3sc4c(c23)CCC(C)C4)no1 (stereo unspecified)	-3%	0.4	-2%	3	0.5	-3%	10%	5%
Cc1cc(C)n2cc(CSc3nc4ccccc4s3)nc2n1	-16%	-0.7	-8%	2	-0.9	-13%	-5%	-11%
CCN(CC)S(=O)(=O)c1ccc(C(=O)N2CCN(C3=NS(=O)(=O)c4ccccc43)CC2)cc1	-10%	-0.6	-4%	11	-3.0	10%	11%	-1%
CCOc1ccccc1NC(=O)c1cccc(NC2=NC3CS(=O)(=O)CC3S2)c1 (stereo unspecified)	-21%	-2.2	6%	5	-3.4	4%	-18%	-4%

The list goes on:
SMILES	PLK1 PBD inh	IL2 activator	WRN helicase inh	PI5P4Ka inh	CCT chaperon mod	EPAC2 ag	EPAC1 antag	EPAC1 ag
CCN(CC(=O)Nc1c(F)cccc1F)C(=O)c1ccccc1F	-14%	-0.8	7%	1	-1.2	16%	-18%	5%
CCC(Sc1n[nH]c(=O)[nH]c1=O)C(=O)OCc1ccccc1 (stereo unspecified)	-26%	-0.1	-15%	2	2.7	4%	21%	2%
COc1cc(Cl)c(CNC[C@H]2O[C@@H](n3ccc(=O)[nH]c3=O)[C@H](O)[C@@H]2O)c(Cl)c1O	-14%	0.9	0%	-3	-5.3	1%	-5%	-11%
O=C(Nc1c[nH]c2c(Cl)cccc2c1=O)N1CCN(c2ccccn2)CC1	-4%	-0.2	-2%	4	0.3	10%	-6%	14%
CCOC(=O)[C@@H]1[C@H]2COc3ccc(Br)cc3[C@H]2N2C(=O)N(c3ccc(F)cc3)C(=O)[C@@]12C	-12%	-1.7	7%	-2	-0.4	11%	8%	-8%
Cn1nnnc1Sc1ncnc2scc(-c3ccc([N+](=O)[O-])cc3)c12	x	-4.0	x	x	x	17%	-30%	10%
CC(C)(C)C(=O)Nc1sc2c(c1C#N)CCC2	u	3.0	-21%	4	-1.3	8%	-3%	-6%
COCn1c(C(O)c2ccccc2)cc2ccccc21 (stereo unspecified)	5%	1.0	-6%	2	-1.6	10%	-1%	18%
O=C(Nc1nc(-c2ccccc2)cs1)c1ccc(=O)[nH]c1	-6%	-1.2	-6%	2	-1.5	5%	0%	0%
Cc1ccc[n+](CC(=O)Nc2ccc([N+](=O)[O-])cc2Cl)c1	-1%	1.6	-6%	5	-2.0	0%	2%	-7%
CCCn1c(=O)n(C)c(=O)c2c(SCC(=O)NCc3ccco3)nc(C3CC3)nc21	-25%	-0.9	-32%	-1	-1.6	10µM*	-10%	-7%
CCOc1ccc(Br)cc1S(=O)(=O)Nc1ccc(NC(=O)c2ccccc2F)cc1	-5%	0.6	-24%	-9	-0.5	12%	1%	19%
CCOc1ccc(S(=O)(=O)N2CCN(C(=O)CCC(=O)N3CCOCC3)CC2)cc1	-4%	-1.0	0%	1	-1.4	1%	-7%	-23%
CCOC(=O)c1sc(NC(=O)CCN2C(=O)c3ccccc3C2=O)c(C(=O)OCC)c1C	u	-0.2	-17%	-3	-0.7	1%	-3%	-2%
COc1ccc(NC(=O)CN2C(=O)CSC(C)C2=O)cc1 (stereo unspecified)	21µM*	0.1	3%	-12	-7.1	5%	6%	-8%
